a7 integrin act = activators of alpha7 integrin expression for muscular dystrophy; Potency, µM (highest dose often 38.3 µM), for the others: at the top dose activation, most hits filed as activators; alpha7betagal myoblasts, beta-gal FDG fluorescence, 48 h; actives 0.064% (n = 350,000);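 note: potency is the fitted concentration of half-maximal effect; 100% = response of the positive control SU9516; nearly all actives have a fitted effect of over 60% in size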
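Alpha7betagal+/- myoblasts (passage 13) were plated 16-24 hr, then exposed to compounds (1:260 dilution of DMSO stock) for 48 hours at 37C. After MPER lysis, β-galactosidase reporter activity was read as FDG fluorescence (ex 480/em 540) after 30 minutes.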
MBNL1-CUG inh = inhibitors of human MBNL1 binding to CUG repeat RNA; Q9NR56; TR-FRET MBNL1-His/biotin-(CUG)12 binding, 665/545 ratio; Potency, µM (titrated, usually from 57.5 µM), without a hit: top-dose activity change, negative = inhibition, actives largely listed as inhibitors; actives 0.036% (n = 280,000); active = well fitted inhibition curve with a large enough effect in the signal ratio, with a control signal flat, not every such curve was filed as active; inconclusive = small, poorly fitted or top-dose-only effect, or effect the other way, or a change in a side signal; inactive = no such curve, though single readings can be large or run the other way; the % refers to the signal ratio; note: potency is the fitted concentration of half-maximal effect; % is set by controls: 0 for no effect and ±100 for the full control effect
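TR-FRET readout: Ex 340 nm, 665/545 nm emission ratio, normalized to buffer-only (basal) and MBNL1-(CUG)12 controls. Complex of MBNL1-His with Biotin-(CUG)12, compounds 92 nM–58 uM, incubated 60 min at room temperature.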
Mito fusion act = blocks mitochondrial division or promotes mitochondrial fusion; S. cerevisiae fusion-defective mutant growth rescue, CellTiterGlo 48 h; Potency, µM (titrated, usually from 46.1 µM), without a hit: at the highest dose growth rescue (activation), most hits filed as activators; AID 485298; actives 0.23% (n = 320,000);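 note: potency is the fitted concentration of half-maximal effect; % of control where 0% means no effect; nearly all actives have a fitted effect of over 45% in size; temperature-sensitive fusion mutants such as fzo1-1 at 37 °C on non-fermentable ethanol glycerol medium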
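Compounds are tested for their ability to restore growth of mitochondrial fusion-defective yeast strains at non-permissive 37C in YPEG medium over 48 hours. Viability is quantified by luciferase luminescence.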
TCR activator = activators of T cell receptors. primary human leukocytes, anti-CD3, IL-2 HTRF, 48 h. Potency, µM (doses to about 9.22 µM), inactives show top-dose activation of IL-2 secretion, actives largely listed as activators. 330,000 tested, under 10 active. AID 504894; note: % of control where 0% means no effect
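Activity was scored as IL-2 release from primary human leukocytes given only a TCR signal (a-CD3 beads) plus compound for 48 hr. Detection used a two-antibody HTRF format read at 665nm.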
A-T KAP1 phos = potential ataxia-telangiectasia treatment. actives 0.19% (n = 320,000). Potency, µM (doses to about 57.5 µM), without a hit: at the highest dose activation, most hits filed as activators. […] A-T fibroblasts, KAP-1 phosphorylation AlphaLISA; neocarzinostatin DNA damage 30 min before lysis; note: potency is the fitted concentration of half-maximal effect; % of control where 0% means no effect; nearly all actives have a fitted effect of over 45% in size
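ATM-like activity read as KAP-1 phosphorylation via AlphaLISA donor/acceptor antibody pairs after lysis and 6 hr at 25C. Cells were ATM-null patient fibroblasts ([…], hTERT), dosed 60 min, then exposed to the DSB inducer NCS for 30 min.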
CXXC DNA block = blocks binding of human MLL CXXC domain to DNA; Q03164; MLL-CXXC / FITC-HOXA9 DNA fluorescence polarization; Potency, µM (highest dose often 115 µM), for inactives: at the top dose activity change, negative = inhibition, actives largely listed as inhibitors; actives 0.037% (n = 290,000); active = well fitted inhibition curve with a large enough effect in the polarisation, with a control signal flat, not every such curve was filed as active; inconclusive = small, poorly fitted or top-dose-only effect, or effect the other way, or a change in a side signal; inactive = no such curve, though single readings can be large or run the other way; the % refers to the polarisation; note: potency is the fitted concentration of half-maximal effect
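Fluorescence polarization: 7 uM MLL-CXXC (stock) preincubated 5 min with compounds, then 50 nM fluorescein-HOX-A9 DNA (stock) added; 30 min ambient. Buffer 50 mM Tris-HCl pH 7.5, 50 mM NaCl, 1 mM DTT, 0.05% BSA.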
TSHR antagonist = antagonists of human thyroid stimulating hormone receptor; P16473; TSHR-expressing cells, TSH-stimulated cAMP HTRF, 2 h; active compounds read low; activity change, negative = inhibition, % at 11.5 µM; actives 0.2% (n = 330,000);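 active = activity change below a set negative limit, meaning inhibition stronger than a set level, cut at about -70% in these data; inconclusive = activity change between two set negative limits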; note: % is set by controls: 0 for no effect and ±100 for the full control effect
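Antagonism was scored as loss of TSH-driven cAMP in TSHR cells, stimulated with 4nM TSH (EC80) for 2 hours at 37 deg C and detected by homogeneous HTRF competition immunoassay.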
ASM inhibitor = human S-ASM enzyme inhibition; P17405; placental ASM, HMU-PC fluorogenic substrate, 60 min; Potency, µM (doses to about 57.5 µM), inactives show at the highest dose activity change, negative = inhibition, actives largely listed as inhibitors; actives 0.006% (n = 340,000); note: potency is the fitted concentration of half-maximal effect
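Fluorogenic HMU-PC substrate (9 uM final) is turned over by placental ASM in 60 min at 37 C after a 10 min compound preincubation. Reaction ended by alkaline stop (pH 10), with fluorescence read at 386/447 nm.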
PTAP TSG101 blk = blocks PTAP/TSG101 interaction to inhibit HIV-1 budding; Q99816; Fluorescence polarization, FITC-PTAP peptide / Tsg101 binding; Potency, µM (doses to about 115 µM), for the others: at the top dose activity change, negative = inhibition, hits mostly inhibitors; 340,000 tested, under 10 active; active = well fitted inhibition curve with a large enough effect in the main read-out, with a control signal flat, not every such curve was filed as active; inconclusive = small, poorly fitted or top-dose-only effect, or effect the other way, or a change in a side signal; inactive = no such curve, though single readings can be large or run the other way; note: potency is the fitted concentration of half-maximal effect; % of control where 0% means no effect
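Tsg101 binding domain (10 uM final) was mixed with compound and a FITC-labeled PTAP peptide (50 nM final) in HEPES pH 7.5 buffer with NaCl, Tween 20, EDTA and TCEP; fluorescence polarization was read after 20 min at r.t.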
Menin-MLL TR inh = inhibitors of human menin-MLL interaction, mutant MLL peptide; Potency, µM (series often up to 61.6 µM), inactives show top-dose FP activity change, negative = inhibition, actives largely listed as inhibitors; Menin + Texas Red MLL mutant peptide, fluorescence polarization; AID 1768; actives 0.23% (n = 270,000); active = well fitted inhibition curve with a large enough effect in the polarisation, with a control signal flat, not every such curve was filed as active; inconclusive = small, poorly fitted or top-dose-only effect, or effect the other way, or a change in a side signal; inactive = no such curve, though single readings can be large or run the other way; the % refers to the polarisation; note: potency is the fitted concentration of half-maximal effect; % of control where 0% means no effect; many of its hits are not listed in these tables
* marks the source's active call; other numbers are inactive results; ? = inconclusive; . = not tested or not shown; [ ] = dose if it differs, or a comment. Unless noted, calls come from the whole dose curve; as a rule, active = well fitted curve in the direction sought with a large enough effect; inconclusive = small, poorly fitted or top-dose-only effect, or another doubt; inactive = no such curve, though single readings can be large; an effect the other way counts as inactive or inconclusive. The list is partial (hit frequency here may not be typical).

SMILES	a7 integrin act	MBNL1-CUG inh	Mito fusion act	TCR activator	A-T KAP1 phos	CXXC DNA block	TSHR antagonist	ASM inhibitor	PTAP TSG101 blk	Menin-MLL TR inh
CC(O)CNCCOc1cccc(Oc2ccccc2)c1 (centres undefined)	-51%[inhibitor]	4%	4%	.	3%	-3%	1	-2%	-1%	-6%
O=C(O)C1=CC[C@@H](c2ccc(Cl)cc2)N(S(=O)(=O)c2ccc(Cl)cc2)[C@H]1c1cccc(Cl)c1	13%	.	5%	3%	10%	.	-10	-6%	-9%	.
CCOC(=O)CSc1nc(-c2ccccc2)nc2c1oc1ccccc12	3%	29%	1%	-47%	-2%	7%	6	-1%	0%	12%
COc1ccc(-c2cc(=O)[nH][nH]2)cc1	12%	11%	0%	-6%	.	-27%	5	3%	-2%	0%
CCN1C(=O)[C@H]2[C@H]3CN=C(SC)N3[C@@](C)(C(=O)OC)[C@H]2C1=O	-1%	.	.	2%	.	.	.	4%	-2%	.
O=[N+]([O-])c1ccccc1N/N=C1\CC2CC=CC12 (centres undefined)	-24%	.	-5%	11%	-1%	7%	-4	-8%	-2%	1%
O=C1N/C(=N/N=C/c2ccccc2)SC1(c1ccccc1)c1ccccc1	-18%	-15%	4%	.	-2%	3%	4	-1%	-9%	?
Cc1occc1C(=O)Nc1cc(C(F)(F)F)ccc1Cl	5%	-5%	5%	1%	7%	-1%	-2	-3%	1%	0%
CC(C)c1onc(C(=O)NC(C)c2ccccc2)c1[N+](=O)[O-] (centres undefined)	-12%	25%	3%	9%	-4%	14%	5	0%	1%	1%
O=C(Cc1cccs1)N(Cc1cccs1)C1(C(=O)NC2CCCC2)CCCCC1	-4%	3%	2%	6%	0%	-21%	1	-3%	-8%	?
COc1ccc(NC(=O)Cc2ccc(C)c(C)c2)cc1S(=O)(=O)N1CCCCC1	-3%	.	.	-4%[46.1 µM]	22%	.	-46	-1%	-3%	.
CC(C)c1nnc2c(N(C)S(=O)(=O)c3ccccc3)nc3ccccc3n12	2%	4%	4%	-1%	0%	-9%	-15	1%	-2%	-18%
O=C(NCc1cccnc1)C1CCCN(S(=O)(=O)c2cccc3nsnc23)C1 (centres undefined)	23%	?	-3%	-1%	2%	10%	2	1%	-1%	0%
O=C(O)CCc1ccc(-c2ccc(Cl)cc2)n1CCC(=O)O	0%	5%	1%	.	-3%	1%	2	10%	-5%	30%
COc1ccccc1/C=N/NC(=O)c1ccc(CN2C(=O)c3cccc4cccc2c34)cc1	6%	-6%	28%	-8%	30%	-2%	0	88%[activator]	-2%	.
Cc1[nH]c2ccc(C(=O)O)cc2c1C	14%	-10%	0%	3%	.	-2%	.	1%	-5%	-6%
CCOc1ccccc1N(CC(=O)Nc1cccnc1)S(C)(=O)=O	1%	-6%	-1%	-1%	-6%	1%	9	1%	-2%	-1%
COc1ccc(NS(=O)(=O)c2ccc(N3CCCC3)c(NC(=S)Nc3ccc(SC(F)F)cc3)c2)cc1	-27%	.	4%	-1%	-3%	3%	10	-8%	2%	-18%
COc1cccc(/C=C/C(=O)OCC(=O)Nc2cccc(S(=O)(=O)NC3=NCCCCC3)c2)c1	-16%	.	.	2%	9%	.	4	-13%	-10%	.
CNC(=O)NC(=O)C(OC(=O)CCNS(=O)(=O)c1ccccc1)c1ccccc1 (centres undefined)	-37%	-3%	0%	-4%	6%	3%	14	5%	-2%	.
OCC[C@H]1C[C@@H](O)[C@H](O)[C@@]2(CCCc3ccccc3O2)O1	6%	.	1%	-10%	-6%	.	2	2%	3%	.
C[C@H](CO)N1C[C@H](C)[C@@H](CN(C)C(=O)Nc2ccccc2)Oc2ccc(NC(=O)Nc3ccc4c(c3)OCO4)cc2C1=O	12%	.	.	0%	19%	.	-21	-9%	3%	.
CCOCc1nnc(NC(=O)CSCc2ccccc2)s1	-2%	7%	0%	-6%	-1%	4%	-10	-1%	-4%	8%
CCn1c(SCc2nc3ccccc3c(=O)[nH]2)nnc1C(C)NC(=O)c1ccccc1 (centres undefined)	-15%	-2%	-3%	.	6%	?	28	0%	-3%	17%
O=C(NCc1ccccc1)c1ccc(S(=O)(=O)N2CCCC2)cc1	-15%	2%	-2%	.	4%	-3%	18	0%	.	3%
CCC(O)(c1ccccc1)C(CN1CCOCC1)c1ccccc1 (centres undefined)	-15%	-1%	3%	2%	-1%	9%	-6	5%	-10%	-32%
C/C(=N/Nc1ncc(Br)cn1)c1ccc([N+](=O)[O-])cc1	9%	?	-2%	-4%	1%	0%	-4	1%	-2%	24%
Cc1cccc(NC(=O)CSc2nnc(NC(=O)CN3CCCCC3)s2)c1	.	-6%	-3%	3%[46.1 µM]	-1%	3%	23	.	.	11%
COc1cccc(C(=O)Cn2c(=O)n(CC3CCCO3)c(=O)c3ccccc32)c1 (centres undefined)	-6%	2%	2%	-1%	-1%	-11%	-2	-1%	-7%	-2%
Cc1ccc(Nc2c(-c3ccccn3)nc3cccc(C)n23)cc1	-51%[inhibitor]	24%	-5%	11%	-5%	?	-9	-1%	-1%	-26%
CC1CCN(C2CC(=O)N(c3ccccc3)C2=O)CC1 (centres undefined)	-12%	5%	-15%	0%	3%	-6%	-2	-1%	0%	3%
COc1ccccc1Nc1nc2cc(C)ccc2cc1C#N	3%	3%	1%	-25%	4%	1%	-6	48%	-1%	2%
CCn1c(CNC(=O)c2ccco2)nnc1SCC(=O)c1ccc(F)cc1	9%	-3%	-4%	-8%	-5%	-1%	7	2%	-3%	6%
O=C(CNC(=O)c1cccc(Cl)c1)N/N=C/c1cccnc1	16%	.	-3%	-1%	0%	0%	-10	-1%	-8%	.
CC(=O)NN1C(=O)/C(=C2/Sc3ccc(Cl)cc3N2C)SC1=S	5%	17%	-1%	-5%	7%	-3%	-9	1%	-1%	35µM*
CCOC(=O)c1c(NC(=O)Cn2nc(C(F)(F)F)cc2C)sc(C)c1C	?	-13%	3%	12%[46.1 µM]	.	-7%	7	0%	-2%	-19%
CCOC(=O)CSc1nc2ccccc2c(=O)n1CC1CCCO1 (centres undefined)	-11%	-10%	6%	-3%	6%	4%	-10	3%	-5%	-8%
Cc1ccc(C)c(NC(=S)N2CCC(NC(=O)c3ccccc3)CC2)c1	7%	-4%	3%	-2%	3%	24%	50	1%	2%	-9%
C#Cc1ccc([C@H]2C=C(C(=O)NCc3ccccc3)O[C@@H](OCC)[C@@H]2CCCO)cc1	6%	6%	6%	-14%	-4%	-1%	1	7%	-5%	1%
O=[N+]([O-])c1cc(/C=N\O)ccc1Oc1ccc(F)cc1	-34%	?	2%	2%	4%	3%	15	7%	-7%	18%
Cc1ccccc1-n1c(C)n[nH]c1=S	?	-6%	-4%	1%	-3%	0%	9	4%	-6%	11%
Cc1c(C)c(C)c(CN2CCCC2)c(C)c1C	3%	-2%	2%	4%	8%	-6%	-23	0%	-2%	.
O=C(CCc1ccccc1)N/N=C\C1CC=CCC1 (centres undefined)	-8%	1%	-1%	.	-34%	-5%	18	1%	-1%	.
COC(C/C=C\[C@H](O)COCc1ccccc1)OC	-8%	.	.	-1%	.	.	.	5%	1%	.
COc1ccc(/C=C(/NC(=O)c2ccccc2)c2nc3ccc(Cl)cc3[nH]2)cc1OC	31%	-3%	1%	3%[46.1 µM]	1%	18%	-11	9%	0%	0%
O=C(Cn1cccn1)N1CCCC(N2CCN(c3cccc(C(F)(F)F)c3)CC2)C1 (centres undefined)	1%	-6%	-1%	-2%	1%	-1%	-1	0%	.	0%
COc1ccccc1CNc1ncccc1[N+](=O)[O-]	-7%	?	2%	4%	-11%	-3%	-6	-7%	-7%	2%
Cc1ccc2c(C)c(C(=O)N3CCN(c4cnccn4)CC3)oc2c1C	-2%	-4%	10%	2%	-2%	?	-13	6%	-1%	?
Cc1ccc2nc(C3CCCN(C(=S)Nc4ccccc4C)C3)[nH]c2c1 (centres undefined)	-38%	-3%	-3%	0%	3%	2%	25	-10%	-7%	-2%
Cc1cccc(NC(=O)/C(=C\c2ccco2)NC(=O)c2cccs2)c1	3%	11%	-3%	9%	2%	0%	2	-1%	-7%	2%

Screening results (PubChem)
